HePTP inhibitor: blocks human HePTP tyrosine phosphatase; P35236; recombinant HePTP phosphatase activity, OD absorbance; inhibition, % at 20 µM; hit rate 0.64% among 110,000; in the data active means inhibition above about 50%;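 further: plate controls were vehicle for no effect and reference inhibitor for full effect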
Target sequence (P35236 whole entry, looked up): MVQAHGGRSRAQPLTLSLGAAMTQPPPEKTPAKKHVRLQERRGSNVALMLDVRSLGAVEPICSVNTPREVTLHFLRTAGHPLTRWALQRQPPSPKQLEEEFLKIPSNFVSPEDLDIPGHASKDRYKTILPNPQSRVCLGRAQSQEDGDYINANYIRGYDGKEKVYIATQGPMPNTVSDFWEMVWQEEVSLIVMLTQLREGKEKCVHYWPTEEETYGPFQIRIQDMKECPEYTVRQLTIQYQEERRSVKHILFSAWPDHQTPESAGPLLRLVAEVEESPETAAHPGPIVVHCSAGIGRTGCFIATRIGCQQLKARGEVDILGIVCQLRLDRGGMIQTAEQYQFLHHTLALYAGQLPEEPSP
BAP1 inh: inhibitors of human BAP1 deubiquitinase | recombinant BAP1, Ub-AMC hydrolysis fluorescence kinetic; active compounds read low | activity remaining (% of control), % at 20 µM | hit rate 0.48% among 72,000 | Q92560;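 active means activity remaining at or below 50% of control, provided the compound also passes the data quality filters; inactive means the rest, including low values that fail the filters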;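 further: 100% = DMSO wells rate and 0% = substrate alone blank rate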
Target sequence (Q92560 whole entry, looked up): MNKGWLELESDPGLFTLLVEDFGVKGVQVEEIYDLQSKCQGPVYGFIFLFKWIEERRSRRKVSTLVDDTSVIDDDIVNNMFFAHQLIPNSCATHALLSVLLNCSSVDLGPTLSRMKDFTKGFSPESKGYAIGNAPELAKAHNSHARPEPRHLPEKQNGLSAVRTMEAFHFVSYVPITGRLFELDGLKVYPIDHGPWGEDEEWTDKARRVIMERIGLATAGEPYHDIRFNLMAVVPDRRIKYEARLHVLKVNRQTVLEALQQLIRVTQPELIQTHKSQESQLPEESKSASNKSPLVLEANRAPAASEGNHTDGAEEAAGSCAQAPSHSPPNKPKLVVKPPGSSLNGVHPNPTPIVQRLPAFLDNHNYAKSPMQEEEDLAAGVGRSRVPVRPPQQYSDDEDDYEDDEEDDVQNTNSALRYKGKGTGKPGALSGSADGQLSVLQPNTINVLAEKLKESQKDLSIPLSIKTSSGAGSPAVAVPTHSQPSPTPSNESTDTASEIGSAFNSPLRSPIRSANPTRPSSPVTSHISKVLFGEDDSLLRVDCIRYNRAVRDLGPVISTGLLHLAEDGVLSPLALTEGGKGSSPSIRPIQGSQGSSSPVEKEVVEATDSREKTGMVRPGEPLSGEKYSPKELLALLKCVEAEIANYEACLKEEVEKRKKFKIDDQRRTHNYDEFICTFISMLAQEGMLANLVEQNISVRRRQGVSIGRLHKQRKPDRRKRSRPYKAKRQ
Numbers without * were called inactive; nt = not tested or not shown; & = joins results of further samples.

| smiles | HePTP inhibitor | BAP1 inh |
| --- | --- | --- |
| CCOc1ccc2[nH]c(=O)c(CN(CC3COCCO3)C(=O)C3CC3)cc2c1 (stereo not drawn) | 4 | nt |
| CC(=O)NC(Cc1ccccc1)C(=O)N1CCN(C(=O)c2cccs2)CC1 (stereo not drawn) | 0 | 109 |
| CCCCNC(=O)c1c(O)c2ccccc2n(C)c1=O | 9 | nt |
| CCCOC(=O)c1cccc(NC(=O)/C=C/c2ccc(Cl)cc2)c1 | 0 | nt |
| COC(=O)CCN1C(=O)/C(=C\c2cc(Br)c(O)c(OC)c2)SC1=S | 6 | nt |
| COC(=O)C1=C(C)N(Cc2ccco2)C(=O)/C1=C\c1ccc(OC)c([N+](=O)[O-])c1 | -13 | nt |
| C=CCc1cccc2cc(C(=O)OCC)c(=O)oc12 | -11 | nt |
| O=C(Nc1ccccc1C(=O)NCc1ccco1)c1ccccc1 | 3&1 | 94 |
| Cc1ccc(/C=C(\C#N)c2nc(-c3ccc(C)c(C)c3)cs2)o1 | 0 | nt |
| COc1ccc2c(c1)/C(=N/OC(=O)c1cccs1)CCC2 | -1 | nt |
| CCOc1cccc2cc(-c3nnc(-c4ccccc4)o3)c(=O)oc12 | 8 | 106 |
| CCN1C(=O)/C(=C\c2ccc(Br)cc2)SC1=S | -10 | nt |
| Cc1ncc([N+](=O)[O-])n1CC(=O)Nc1ccc2c(c1)OCO2 | nt | 126 |
| CC1=C(C(=O)OCCOc2ccccc2)C(c2ccsc2)NC(=O)N1C (stereo not drawn) | -3 | nt |
| CCOc1cc(OCC)cc(C(=O)Nc2ccc3oc(-c4cccc(F)c4)nc3c2)c1 | -23 | nt |
| COc1ccc(C(c2nnnn2Cc2ccccc2)N2CCN(c3nc4ccccc4s3)CC2)cc1 (stereo not drawn) | 3 | 79 |
| CS(=O)(=O)N(Cc1ccc(Cl)cc1)c1ccc(C(=O)NCc2ccco2)cc1 | 2 | nt |
| COc1ccccc1-c1c(C)nn2c(NCCN3CCCC3)cc(C)nc12 | 10 | 86 |
| COc1ccc(/C=C2\C(=O)N(c3ccc(S(N)(=O)=O)cc3)N=C2C)cc1 | 8 | nt |
| O=C1CCCN1c1ccc(S(=O)(=O)N2CCC(c3ccccc3)CC2)cc1 | 10 | 65 |
| COc1ccc(CNc2ccc(N3CCOCC3)cc2)cc1OC | 4 | nt |
| CC(C)(C)c1nc(SCC(=O)NCc2ccco2)c2ccccc2n1 | 8 | 105 |
| COc1ccc(CC(=O)N(C)CC(OC)OC)cc1 | 10 | nt |
| Cc1ccc(OCC(=O)Nc2ccc(N3CCOCC3)cc2)cc1 | 3 | 98 |
| CN=C(Nc1cc(C)nn1CCC#N)c1ccccc1 | 10 | 111 |
| O=C(Nc1ccc(S(=O)(=O)Nc2nccs2)cc1)c1ccc(F)cc1 | -4 | nt |
| Cc1ccc(OCC(=O)NCc2ccccn2)cc1 | 4 | 97 |
| COc1cccc(OC)c1OCCCc1c(C)n[nH]c1C | 9 | 102 |
| Cc1cccc(C(C)C)c1NC(=O)c1cc2ccccc2o1 | 9 | nt |
| COc1ccc(C(=O)NCCOc2ccc(C)cc2)cc1OC | -4 | nt |
| O=C1c2sc3nc4ccccc4n3c2C(=O)N1c1ccccc1Cl | -4 | 86 |
| CCOc1ccccc1N1C(=O)CC(Sc2ccccc2C(=O)O)C1=O (stereo not drawn) | 7 | nt |
| CCCCOc1ccc(S(=O)(=O)n2c(C)nc3ccccc32)cc1 | 11 | 65 |
| O=C(/C=C\c1ccccc1)NC(=S)Nc1ccc([N+](=O)[O-])cc1O | -14 | nt |
| CCOc1ccccc1NC(=O)C(C)N1C(=O)c2ccccc2C1=O (stereo not drawn) | 0 | nt |
| CC1CNCCN1S(=O)(=O)c1cccc2cnccc12 (stereo not drawn) | 7 | 104&91&86 |
| O=C(O)c1ccccc1C(=O)c1ccc(Cl)c(N2C(=O)CCC2=O)c1 | 12 | nt |
| O=C(CC(c1ccccc1)c1ccccc1)NCC1OCCc2ccccc21 (stereo not drawn) | 5 | nt |
| CC(C)N1C(=O)CCC1C(=O)NCCc1ccc(Cl)cc1 (stereo not drawn) | 3 | 100 |
| Cc1ccc(CC(C)CC(=O)Nc2cc(C)ccc2C)cc1 (stereo not drawn) | -16 | nt |
| COc1ccc2nc(NC(=O)CSc3nc4ccccc4o3)sc2c1 | 0 | 87 |
| O=C1C(Cl)=CC(=NS(=O)(=O)c2ccccc2)C=C1Cl | 87* | nt |
| CCOC(=O)c1ccc(Oc2nc(NC)nc(SC)n2)cc1 | -11 | 84 |
| CC(=O)Nc1cc(N2C(=O)CCC2=O)ccc1Cl | 7 | 111 |
| O=C(O)c1cc2cccc(S(=O)(=O)N3CCOCC3)c2cc1O | 5 | 76 |
| Cc1ccc(-c2noc(CCC(=O)NCCN3CCOCC3)n2)cc1 | 7 | 102 |
| CCCC(C)NS(=O)(=O)c1ccccc1[N+](=O)[O-] (stereo not drawn) | 8 | nt |
| CCC(=O)c1ccc(OC(=O)c2ccc(Br)o2)cc1 | 3 | 91 |
| Cc1c(O)c(CN2CCCC(C)C2)cc2c3c(c(=O)oc12)CCC3 (stereo not drawn) | 14 | 365 |
| CC(=O)Nn1cnc2c(c1=O)C1(CCCC1)Cc1ccccc1-2 | 7 | 81 |
| O=C(C1CCCCC1)N(Cc1ccccc1)Cc1ccccc1 | -2 | nt |
| CC(C)Cc1nc(N2CCC(C(N)=O)CC2)c2nnn(Cc3ccccc3)c2n1 | 4 | 52 |
| CCOC(=O)c1sc2nc(NC(=O)COc3ccccc3)sc2c1C | -2 | 28* |
| CCOC(=O)N1CCN(c2c(-c3ccc(C(C)C)cc3)c(=O)c2=O)CC1 | 5 | 86 |
| O=C1C2CCCN2C(c2cccc(Br)c2)N1c1ccc(F)cc1 (stereo not drawn) | -8 | 91 |
| CCN(CC)CCCC(C)Nc1c2ccc(Cl)cc2nc2ccc(OC)cc12 (stereo not drawn) | nt | 82 |
| CC1(C)NC(=O)NC2(C)NC(=O)NC(C)(C)C12 (stereo not drawn) | 9 | 98 |
| Cn1c(=O)c(=O)n(C)c2cc(S(=O)(=O)N3CCN(Cc4ccccc4)CC3)ccc21 | -3 | 89 |
| CCN(CC)c1ccc(/C=C(/C#N)C(=O)Nc2cccc(Br)c2)o1 | -2 | nt |
| COc1ccc(NC(=O)c2ccc(=O)oc2)cc1 | 8 | 123 |

Later entries:
| smiles | HePTP inhibitor | BAP1 inh |
| --- | --- | --- |
| O=C(Oc1ccc([N+](=O)[O-])cc1)c1ccccc1Cl | 1 | nt |
| CN1CCN(C(=O)CN2C(=O)CC(C)(C)S(=O)(=O)c3ccccc32)CC1 | 7 | 106 |
| Cc1cc(C)c(NC(=O)CN2C(=O)c3ccccc3C2=O)c(C)c1 | 4 | nt |
| Cc1nc2sc3c(c2c(=O)n1/N=C/c1ccco1)CCCC3 | 8 | 84 |
| Cc1c(Br)c(C(F)(F)F)nn1CC(=O)Nc1cc(C(F)(F)F)ccc1Cl | 4 | nt |
| CC(=O)c1cccc(NC(=O)c2ccccc2C(=O)O)c1 | nt | 80 |
| CCOC(=O)c1c(-n2ncnc2-c2ccc([N+](=O)[O-])cc2)sc2c1CCCC2 | -15 | nt |
| CSc1ccc(S(=O)(=O)N(CC(=O)Nc2cccc(C)c2)c2ccc(C)cc2)cc1 | -13 | nt |
| Cc1cc(C)c(C#N)c(SCC(=O)CC(=O)OC(C)C)n1 | 1 | 149 |
| CCc1cc(C)cc(OCCn2cc(C=C3C(=O)NC(=S)NC3=O)c3ccccc32)c1 | 5 | nt |
| CCCCNC(=O)Cn1nc([N+](=O)[O-])c([N+](=O)[O-])c1C | nt | 58 |
| Cc1ccc(C2(C)CC(C)(C)N(C(=O)CSC#N)c3ccc(C)cc32)cc1 (stereo not drawn) | nt | 114 |
| CCCSc1nc(O)c(C2OC(=O)c3c2ccc(OC)c3OC)c(=O)n1C (stereo not drawn) | 5 | 107 |
| N/C(=N\OC(=O)c1cccc(Cl)c1)c1cccnc1 | 8 | nt |
| CC(C)CCN1CC(C(=O)N2CCN(c3ccc(F)cc3)CC2)CC1=O (stereo not drawn) | 6 | 114 |
| CC1(C)Cc2c(sc(NC(=O)c3ccc(F)cc3)c2C#N)CO1 | -8 | nt |
| Cc1ccccc1N1C(=O)NC(=O)/C(=C\c2cc(C)n(-c3cccnc3)c2C)C1=O | 6 | nt |
| O=C(NCCc1ccccc1)C1CCN(S(=O)(=O)N2CCCC2)CC1 | -5 | 95 |
| COc1ccc(-c2nnc(SCc3ccccc3[N+](=O)[O-])n2-c2ccccc2)cc1 | 0 | nt |
| O=S(=O)(Nc1nc2ccccc2nc1Nc1cccc(O)c1)c1ccc(Cl)cc1 | 3 | nt |
| CC(=O)c1cc(-c2ccccc2)[nH]c1N1CCCC1 | 6 | 58 |
| Clc1ccc(-c2nnc3sc(Cc4cccs4)nn23)c(Cl)c1 | 9 | nt |
| COc1ccc(-c2nnc(SCc3cccc(C#N)c3)o2)cc1 | 5 | 90 |
| COC(=O)c1cc(Cl)c(C(=O)OC)c2c(C(=O)OC)cc(Cl)c(C(=O)OC)c12 | -6 | nt |
| COC(=O)c1c(-c2ccc(F)cc2)csc1NC(=O)c1ccc(OC(C)C)cc1 | -13 | nt |
| Cc1oc(-c2ccccc2F)nc1CS(=O)(=O)CC(=O)N1CCN(Cc2ccccc2)CC1 | 14 | 96 |
| Cc1ccc(OC(=O)CCN2C(=O)c3ccccc3C2=O)cc1C | 2 | nt |
| Cn1c(=O)c2c(nc(NCCO)n2C)n(C)c1=O | 4&3 | 99 |
| CCc1c(C)nc(SCCOc2ccc(OC)cc2)[nH]c1=O | 5 | 101 |
| CCc1nnc(NC(=O)CSc2nc3c(cc2C#N)CCCC3)s1 | 0 | 79 |
| Fc1ccc(-c2nnc(-c3ccc(Cl)cc3Cl)o2)cc1 | 9 | 84 |
| CN1CCN(c2ccc(NC(=O)c3ccc4c(c3)OCO4)cc2)CC1 | 7 | 99 |
| C=CCn1c(Cc2ccc(OC)cc2)nnc1SCc1nc2ccccc2c(=O)[nH]1 | 7 | 94 |
| O=C(CN(c1cccc([N+](=O)[O-])c1)S(=O)(=O)c1ccccc1)NCCSc1ccc(Cl)cc1 | -3 | nt |
| O=C(CN(Cc1ccccc1)S(=O)(=O)c1ccccc1)NC1CCCCC1 | -10 | nt |
| O=C(Nc1cccc(Oc2c(F)c(F)c(F)c(F)c2F)c1)N1C[C@@H]2C[C@@H](C1)c1cccc(=O)n1C2 | 2 | 93 |
| COCCNC(=O)c1cn(C)c2ccc(S(=O)(=O)N(C)C3CCCCC3)cc2c1=O | -1 | 102 |
| COCCn1c(=S)[nH]c2cc(C(=O)NCC3CCCO3)ccc2c1=O (stereo not drawn) | 4 | 101 |
| CCC(C)C(NC(=O)c1ccccc1NC(=O)c1ccco1)C(=O)NC1CCCCC1 (stereo not drawn) | 6 | 56 |
| Cc1ccc(C2(c3ccc(C)cc3)CC2C(=O)Nc2ccccc2)cc1 (stereo not drawn) | -3 | nt |

Single records, as listed above.
COC(=O)C1=C(C)N(Cc2ccco2)C(=O)/C1=C\c1ccc(OC)c([N+](=O)[O-])c1 is entered as HePTP inhibitor: -13; BAP1 inh: nt
CCCCOc1ccc(S(=O)(=O)n2c(C)nc3ccccc32)cc1 is entered as HePTP inhibitor: 11; BAP1 inh: 65
Cc1cccc(C(C)C)c1NC(=O)c1cc2ccccc2o1 is entered as HePTP inhibitor: 9; BAP1 inh: nt

The listing picks up, repeating the 5 entries before the break.
| smiles | HePTP inhibitor | BAP1 inh |
| --- | --- | --- |
| O=C(Nc1cccc(Oc2c(F)c(F)c(F)c(F)c2F)c1)N1C[C@@H]2C[C@@H](C1)c1cccc(=O)n1C2 | 2 | 93 |
| COCCNC(=O)c1cn(C)c2ccc(S(=O)(=O)N(C)C3CCCCC3)cc2c1=O | -1 | 102 |
| COCCn1c(=S)[nH]c2cc(C(=O)NCC3CCCO3)ccc2c1=O (stereo not drawn) | 4 | 101 |
| CCC(C)C(NC(=O)c1ccccc1NC(=O)c1ccco1)C(=O)NC1CCCCC1 (stereo not drawn) | 6 | 56 |
| Cc1ccc(C2(c3ccc(C)cc3)CC2C(=O)Nc2ccccc2)cc1 (stereo not drawn) | -3 | nt |
| CCOC(=O)c1ccccc1NC(=O)c1ccc2c(=O)n3c(nc2c1)CCCCC3 | 0 | 65 |
| O=C(O)CCCCCNC(=O)CCn1nnc2ccccc2c1=O | -12 | 100 |
| COc1ccc(OC)c(S(=O)(=O)n2nc(-c3ccccc3)cc2N)c1 | -13 | 83 |
| O=[N+]([O-])c1ccccc1CN1CCN(Cc2cc(Br)ccc2O)CC1 | 4 | nt |
| COc1ccc(C(=O)Nc2nc(-c3ccccc3)c(C)s2)cc1OC | 3 | nt |
| CCN(CC)CCCN1C(=O)C(O)=C(C(=O)c2ccc(C)o2)C1c1ccco1 (stereo not drawn) | -5 | 100 |
| CC1(C)C2CCC1(CS(=O)(=O)NCc1ccc(C(=O)O)cc1)C(=O)C2 (stereo not drawn) | 6 | 109 |
| CCCn1c(SCC(=O)Nc2nnc(C(C)C)s2)nc2c1c(=O)n(C)c(=O)n2C | 2 | 106 |
| CC(=O)N/N=C/c1cc(C)n(-c2cccc(Cl)c2)c1C | -14 | nt |
| COC(=O)CN(c1ccc(C(C)C)cc1)S(=O)(=O)c1c(C)[nH]c(=O)[nH]c1=O | 3 | 97 |
| COC(OC)C12c3ccccc3C(c3ccccc31)C1C(=O)N(c3cccc(Cl)c3)C(=O)C12 (stereo not drawn) | 7 | nt |
| COc1ccc(NC(=O)C2CC(=O)N(c3ccccc3)C2)cc1 (stereo not drawn) | -3 | nt |
| O=C(COc1ccccc1)Nc1ccc(NC(=O)COc2ccccc2)cc1 | 2 | nt |
| COc1ccc(N(CC(=O)NC(C)(C)C)S(=O)(=O)c2ccc(C)cc2)c(OC)c1 | 3 | nt |
| O=C(O)C1CC(=O)N(CCOc2ccccc2)C1 (stereo not drawn) | 16 | 101 |
